# S1P4 antagonist = blocks the human S1P4 receptor | S1P4-expressing cells, antagonist mode, reporter read-out | inhibition, % at 4.98 µM | 220,000 tested, 0.26% active; in the data active means inhibition above about 29%;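 further: 0% = wells stimulated with agonist and 100% = vehicle wells without agonist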
# Target sequence (O95977 whole entry, looked up): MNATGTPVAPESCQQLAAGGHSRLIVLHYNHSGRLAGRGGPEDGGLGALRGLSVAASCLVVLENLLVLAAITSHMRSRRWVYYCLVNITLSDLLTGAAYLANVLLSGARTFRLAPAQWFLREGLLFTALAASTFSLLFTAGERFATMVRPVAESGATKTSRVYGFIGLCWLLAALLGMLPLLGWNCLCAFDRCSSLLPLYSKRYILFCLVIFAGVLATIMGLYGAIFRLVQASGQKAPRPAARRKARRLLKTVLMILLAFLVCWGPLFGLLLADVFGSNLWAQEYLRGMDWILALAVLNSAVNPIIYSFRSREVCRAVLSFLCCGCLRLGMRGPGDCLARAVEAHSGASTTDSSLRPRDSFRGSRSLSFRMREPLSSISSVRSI
# BaF3 parental = counter-screen for JAK2V617F inhibitors: parental Ba/F3 viability inhibitors. 220,000 tested, 1.1% active. inhibition, % at 5.6 µM. CellTiter-Glo ATP luminescence. AID 1486;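 active means inhibition above a per-campaign cutoff, the mean inhibition of all tested compounds plus 3 SD, cut at about 27% in these data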;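 further: 0% = DMSO wells and 100% = JAK Inhibitor I control wells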
# NPY-Y1 antag = NPY-Y1 (human) receptor antagonism; HEK293-CNG Y1 cells, membrane potential fluorescence; NPY at EC95, then isoproterenol; 200,000 tested, 1% active; inhibition, % at 3.6 µM; P25929; AID 1040;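 active means inhibition above the campaign mean inhibition of all tested compounds plus 3 SD, cut at about 20% in these data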;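 further: 0% = DMSO wells given NPY plus isoproterenol and 100% = isoproterenol alone without NPY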
#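 System: HEK293 cells with Y1 receptor plus CNG channel / Probe or stimulus: NPY 25 nM then isoproterenol 1 µM plus Ro 20-1724 25 µM / Compound: one concentration, 3.6 µM, in 0.4% DMSO / Schedule: compound incubation 1 h at room temperature, readout 45 min post-stimulation / Measured by: membrane potential fluorescence / Read-out: % inhibition of NPY effect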
# NPY1 pot ag = potentiators or agonists of human neuropeptide Y receptor Y1; P25929; NPY-Y1 expressing cells, potentiator/agonist activation; activation, % at 3.6 µM; 220,000 tested, 0.37% active; in the data active means activation above about 33%, passing the limit was not always enough;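 further: cells stimulated with NPY at EC10 then isoproterenol at EC100; 0% = low agonist plus stimulus and 100% = saturating agonist plus stimulus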
# CHOP inh = inhibitors of CHOP induction in ER stress response | CHO-K1 CHOP-promoter luciferase, tunicamycin-induced, 15-18 h | inhibition, % at 10 µM | 220,000 tested, 3.8% active | AID 2732;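 active means compounds that reduced the stress-induced luciferase reporter signal by more than about 70% of percent inhibition, limit read from the data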;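 further: 0% = tunicamycin plus vehicle and 100% = wells without tunicamycin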
# p47phox inh = blocks human p47phox regulatory protein of NADPH oxidases. P14598. AID 1274. 220,000 tested, 0.53% active. p47phox/p22phox peptide binding, fluorescence polarization, 2 h. inhibition, % at 24.7 µM;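 active means inhibition above about 30%, limit read from the data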;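 further: 0% = p47phox with labelled peptide and 100% = labelled peptide alone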
# Ba/F3 V617F tox = lowers viability of Ba/F3 cells expressing EpoR and JAK2V617F. inhibition, % at 5.6 µM. 220,000 tested, 1.1% active. ATP luminescence;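 active means inhibition above the campaign mean plus 3 SD over all tested compounds, cut at about 24% in these data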;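 further: cytokine-independent growth of Ba/F3 cells driven by EpoR plus mutant JAK2; 0% = DMSO-treated cells and 100% = JAK inhibitor I control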
# S1P4 ag = human S1P4 receptor agonism. O95977. S1P4-expressing cell line, agonist reporter assay. activation, % at 4.98 µM. 220,000 tested, 0.35% active. AID 1509; in the data active means activation above about 11%;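 further: 0% = DMSO vehicle and 100% = reference agonist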
# NPY2 pot ag = potentiators or agonists of human neuropeptide Y receptor Y2. 220,000 tested, 0.45% active. activation, % at 3.6 µM. cells expressing NPY-Y2, potentiator/agonist read-out. P49146; in the data active means activation above about 27%;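 further: cells stimulated with NPY near EC25 plus isoproterenol at EC100; 0% = vehicle plus submaximal agonist and 100% = vehicle plus saturating agonist; some results beyond the cut were filed as inactive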
# Target sequence (P49146 whole entry, looked up): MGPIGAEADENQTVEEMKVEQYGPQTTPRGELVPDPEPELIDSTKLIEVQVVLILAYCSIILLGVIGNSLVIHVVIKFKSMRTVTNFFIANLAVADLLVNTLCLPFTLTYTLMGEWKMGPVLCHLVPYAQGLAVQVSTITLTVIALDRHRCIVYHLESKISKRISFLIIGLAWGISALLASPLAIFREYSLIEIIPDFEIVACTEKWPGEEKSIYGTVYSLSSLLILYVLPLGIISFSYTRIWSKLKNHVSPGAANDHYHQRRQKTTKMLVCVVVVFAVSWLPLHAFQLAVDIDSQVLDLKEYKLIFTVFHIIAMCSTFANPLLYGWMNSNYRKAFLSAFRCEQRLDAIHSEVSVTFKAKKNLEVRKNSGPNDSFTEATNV
# An asterisk follows results filed as active; . = no result given. Rows are unselected; overall some 7.1% were active at least once.
SMILES,S1P4 antagonist,BaF3 parental,NPY-Y1 antag,NPY1 pot ag,CHOP inh,p47phox inh,Ba/F3 V617F tox,S1P4 ag,NPY2 pot ag
Cc1cccc(N2CCc3c2nc2ccc(Br)cc2c3N)c1,-30,5,2,-7,29,-2,-2,2.0,23
O=[N+]([O-])c1ccc2c(c1)C(O)n1nc(-c3ccccc3)nc1S2 (centres undefined),-10,-2,.,15,37,-1,-3,1.3,3
CCOC(=O)c1sc(C)c2c1NC1(CCCCC1)NC2=O,-2,7,-6,21,10,-11,4,-1.4,16
CCOC(=O)C1(CCOc2ccccc2)CCN(Cc2ccc(NC(C)=O)cc2)CC1,8,3,-1,-7,10,-3,2,-0.5,1
COc1ccc(CCNc2cc(C)nc3c(-c4ccccc4)c(C)nn23)cc1OC,-15,2,4,21,5,-8,-2,-0.2,1
CC(C)n1cnnc1SCC(=O)Nc1ccc(Br)cc1F,6,4,0,-13,11,0,2,0.9,-1
Cc1ccc(C(=O)CCNc2ccc(F)c(Cl)c2)o1,-5,58*,4,-1,.,-8,46*,0.6,6
C/C(=N/NC(=O)c1ccc(NC(=O)c2ccc(F)cc2)cc1)c1ccccc1,4,5,12,3,52,-10,-1,0.6,-1
COc1ccc(OC)c(/C=N/NC(=O)C(=O)NCc2cccnc2)c1,7,3,0,-15,38,2,4,-1.8,-6
CCC(C)(C)NC(=O)C(Sc1ccccc1)c1ccccc1 (centres undefined),9,2,10,10,1,12,4,-1.6,-18
CCN(CC)c1ccc(/C=N/NC(=O)c2ccc([N+](=O)[O-])cc2)cc1,-10,4,-3,-4,-23,6,1,-0.1,7
COc1ccc2c(-c3ccccc3)cc(SC(C)C(N)=O)nc2c1 (centres undefined),3,0,-2,5,-2,-15,-2,-0.2,1
N#CC1=C(N)N(c2ccccc2)C(c2ccccc2)C1(C#N)C#N (centres undefined),-13,10,0,-10,.,.,2,-0.6,-7
Cc1ccc2oc(=O)n(CC(=O)O)c2c1,-2,3,1,16,24,-6,-4,-1.0,15
O=C(c1cc(Br)c(Br)s1)N1CCN(C/C=C/c2ccccc2)CC1,-10,4,13,-22,48,-13,-2,3.6,-9
Cc1c(C(=O)N/N=C/c2ccc(O)c(Br)c2)sc(N)c1C#N,-14,6,0,15,31,-36,-3,1.7,3
O=C(NCCCCc1ccccc1)C1CC(c2ccccc2[N+](=O)[O-])=NO1 (centres undefined),2,0,10,-24,12,-14,-4,0.0,-4
CC(=O)Nc1ccc(S(=O)(=O)NCC2CCC(C(=O)NCc3ccccc3)CC2)cc1 (centres undefined),-12,3,1,9,-5,7,5,-0.1,-13
Cc1cccc2cc(-c3nc4c(C)cccn4c3NCc3ccco3)c(=O)[nH]c12,3,1,3,-17,-10,-3,-3,3.1,-6
CSCCC(N=Cc1c(O)n(-c2ccc(F)cc2)c(=O)[nH]c1=O)C(=O)O (centres undefined),-3,3,2,2,6,-8,3,0.8,4
Cc1cc(C)n(C(=O)CSc2nnc(SCC(=O)n3nc(C)cc3C)s2)n1,0,6,-7,-8,-14,-2,3,-2.6,8
COc1ccccc1OCCCn1c(C)c(C#N)c2ccccc21,-22,3,10,-21,59,-32,0,2.1,3
O=C(CCCn1c(=O)c2ccccc2n(Cc2ccccc2)c1=O)NCc1ccco1,-6,12,3,-17,13,-6,5,0.9,-13
C/C(=N\Oc1cccc(F)n1)c1ccc(Cl)cc1Cl,3,4,1,-20,-28,-16,3,0.7,-1
CCOCCCNC(=O)C1CCC(CNS(=O)(=O)c2ccc(F)cc2)CC1 (centres undefined),2,4,10,-3,18,-4,5,2.4,-5

# Among those listed so far, three have a nitro group on carbon.
SMILES,S1P4 antagonist,BaF3 parental,NPY-Y1 antag,NPY1 pot ag,CHOP inh,p47phox inh,Ba/F3 V617F tox,S1P4 ag,NPY2 pot ag
O=[N+]([O-])c1ccc2c(c1)C(O)n1nc(-c3ccccc3)nc1S2 (centres undefined),-10,-2,.,15,37,-1,-3,1.3,3
CCN(CC)c1ccc(/C=N/NC(=O)c2ccc([N+](=O)[O-])cc2)cc1,-10,4,-3,-4,-23,6,1,-0.1,7
O=C(NCCCCc1ccccc1)C1CC(c2ccccc2[N+](=O)[O-])=NO1 (centres undefined),2,0,10,-24,12,-14,-4,0.0,-4

# Another view of part of the listing above:
Cc1cc(C)n(C(=O)CSc2nnc(SCC(=O)n3nc(C)cc3C)s2)n1
- S1P4 antagonist: 0
- BaF3 parental: 6
- NPY-Y1 antag: -7
- NPY1 pot ag: -8
- CHOP inh: -14
- p47phox inh: -2
- Ba/F3 V617F tox: 3
- S1P4 ag: -2.6
- NPY2 pot ag: 8
O=[N+]([O-])c1ccc2c(c1)C(O)n1nc(-c3ccccc3)nc1S2 (centres undefined)
- S1P4 antagonist: -10
- BaF3 parental: -2
- NPY-Y1 antag: .
- NPY1 pot ag: 15
- CHOP inh: 37
- p47phox inh: -1
- Ba/F3 V617F tox: -3
- S1P4 ag: 1.3
- NPY2 pot ag: 3
Cc1cccc(N2CCc3c2nc2ccc(Br)cc2c3N)c1
- S1P4 antagonist: -30
- BaF3 parental: 5
- NPY-Y1 antag: 2
- NPY1 pot ag: -7
- CHOP inh: 29
- p47phox inh: -2
- Ba/F3 V617F tox: -2
- S1P4 ag: 2.0
- NPY2 pot ag: 23

# Following part.
SMILES,S1P4 antagonist,BaF3 parental,NPY-Y1 antag,NPY1 pot ag,CHOP inh,p47phox inh,Ba/F3 V617F tox,S1P4 ag,NPY2 pot ag
COc1ccc(CCNC(=O)CCN2C(=O)c3cccc4cccc(c34)C2=O)cc1OC,-1,8,4,-12,7,-7,4,-2.0,-16
CC1=Nc2ccccc2N=C(N)C1c1ccccc1 (centres undefined),8,9,-3,-9,6,-1,6,-0.3,2
O=C(NNc1cc(Cl)ccc1Cl)C1CCC1,1,1,.,9,24,4,-2,2.2,20
N/C(Cc1ccc([N+](=O)[O-])cc1)=N\OC(=O)C1CCCCC1,-11,2,2,-5,-11,-5,-7,0.9,5
CCOC(=O)c1c(C)[nH]c(C(=O)CN2CCN(CC)CC2)c1C,1,3,.,-18,20,0,-4,1.6,-14
COc1ccc(NC(=O)CCNS(=O)(=O)c2cccc3nsnc23)cc1OC,-11,5,-3,-13,26,0,-2,1.4,-5
COc1cc(Cl)c(C)cc1NC(=S)NN,3,3,7,-2,-1,-11,0,-0.7,-4
CCN(CC)c1ccc2c(c1)oc(=O)c1c(Cl)cc(=O)oc12,-2,-1,-5,11,108*,-58,-6,2.4,14
CC(C)c1ccc(NC(=O)CSc2nc3c(c(=O)[nH]2)CCC3)cc1,4,14,0,1,-3,-9,0,0.8,-2
N#Cc1cc2c(nc1SC1CC(=O)N(c3ccccc3)C1=O)CCC2 (centres undefined),-2,-3,0,-7,84*,-5,-6,-0.5,17
CCOC(=O)N1CCC(NC(=O)C2CCCN(S(=O)(=O)c3cccnc3)C2)CC1 (centres undefined),-4,1,2,1,15,-23,-3,-0.6,6
COc1ccc2[nH]c(C(=O)Nc3ncc(C)cc3Br)cc2c1,-4,-3,.,2,9,-1,-1,1.0,-19
O=C(O)c1[nH]c2ccccc2c1NS(=O)(=O)Cc1ccccc1,-13,2,2,13,-4,-2,-2,1.0,7
O=C(O)c1cc(S(=O)(=O)N2CCN(c3ccccn3)CC2)ccc1Cl,17,4,3,1,-22,0,-1,-0.1,1
COc1ccc(-c2[nH]ncc2/C=C(/C#N)C(=O)NC2CCCCCC2)cc1,-10,1,0,-49,99*,-27,-3,2.8,-27
Cn1c2c(c(=O)n(C)c1=O)CN(CCN1CCNCC1)CN2,6,-1,-4,10,-10,-11,-4,-0.6,-6
O=[N+]([O-])c1ccc(Nc2nc(N/N=C\c3ccc4c(c3)OCO4)nc(N3CCCCC3)n2)cc1,-18,1,-3,26,32,-1,-4,0.6,0
Cc1cccn2cc(CCNS(=O)(=O)c3ccc([N+](=O)[O-])cc3)nc12,0,10,4,-31,10,-11,2,-0.7,-16
O=C1CC(=O)N(Cc2cccs2)C(=O)N1,-6,6,3,1,-12,0,1,0.8,-5
COc1ccccc1Oc1ccc(N/C=C/C(=O)c2ccco2)cc1,-3,3,-6,10,16,-19,-3,2.1,1
CCN(CC(=O)Nc1ccccc1OC)CC(=O)Nc1ccccc1C(F)(F)F,-1,9,0,-8,2,7,3,1.6,-13
Clc1ccc2oc(-c3cccnc3NCc3ccccc3)nc2c1,-4,1,2,10,26,-3,-5,-2.3,-1
CCn1c(=O)c2cc(S(=O)(=O)NC3CCCCC3)ccc2n(CC)c1=O,-17,4,-2,2,25,5,-4,-0.5,10
CCN(CC)S(=O)(=O)c1ccc2[nH]cc(C(=O)NCCN3CCCCCC3)c(=O)c2c1,20,4,21*,-19,-1,-10,-1,0.9,-8
O=C(NC(N1CCOCC1)C(Cl)(Cl)Cl)c1cc([N+](=O)[O-])cc([N+](=O)[O-])c1 (centres undefined),-23,12,2,0,14,-2,5,4.2,-16

# CHOP inh, entries above that show a hit.
canonical_smiles	S1P4 antagonist	NPY-Y1 antag	NPY1 pot ag	CHOP inh	p47phox inh	S1P4 ag	NPY2 pot ag
CCN(CC)c1ccc2c(c1)oc(=O)c1c(Cl)cc(=O)oc12	-2	-5	11	108*	-58	2.4	14
N#Cc1cc2c(nc1SC1CC(=O)N(c3ccccc3)C1=O)CCC2 (centres undefined)	-2	0	-7	84*	-5	-0.5	17
COc1ccc(-c2[nH]ncc2/C=C(/C#N)C(=O)NC2CCCCCC2)cc1	-10	0	-49	99*	-27	2.8	-27

# The listing continues:
SMILES,S1P4 antagonist,BaF3 parental,NPY-Y1 antag,NPY1 pot ag,CHOP inh,p47phox inh,Ba/F3 V617F tox,S1P4 ag,NPY2 pot ag
CC(C)C(CCNC(=O)CC(Cc1ccccc1)c1ccco1)c1ccco1 (centres undefined),-2,-1,5,-4,23,-75,2,0.8,-3
OCCC1CN(Cc2cccn2-c2cccnc2)CCN1C1CCCC1 (centres undefined),12,2,.,-13,1,-5,0,0.5,3
Cc1ccccc1N1CCN(CCCN2C(=O)CC(=C(c3ccccc3)c3ccccc3)C2=O)CC1,-2,1,-19,105*,39,-18,0,-5.5,99*
C=CCc1ccc(OCCN2CCc3ccccc3C2)c(OC)c1,7,1,4,1,30,-7,-2,1.6,-11
COc1ccc(S(=O)(=O)Nc2c(C)n(C)n(-c3ccccc3)c2=O)cc1,27,4,0,1,-22,-13,-2,0.2,-1
CC(C)(C)NC(=O)C(c1ccccc1)N(C(=O)C1CSC(=O)C1)c1ccccc1 (centres undefined),-15,7,-5,6,26,-11,-2,-1.6,-6
COc1ccc(/C=N/OCC(=O)Nc2nc3ccccc3s2)cc1OC,-24,6,12,-5,38,-1,4,0.0,-6
CC(C)OC(=O)C(CC(=O)O)NCc1ccccc1 (centres undefined),3,3,-1,8,-2,-6,0,0.5,-6
O=C(NC1CCN(Cc2ccccc2)CC1)c1cc(Br)c(Br)[nH]1,1,4,2,-27,47,-11,0,-0.5,-24
COc1ccc(-n2c(SCC#N)nnc2-c2cccnc2)cc1,3,3,-8,-6,-12,-5,3,0.2,-10
Cc1cc([N+](=O)[O-])nn1CC(=O)NCc1nc2ccccc2[nH]1,5,4,-1,-4,-6,41*,-1,1.1,-6
COc1ccc(OCc2nnc3n2N=C(c2ccc(C)cc2)CS3)cc1,-6,8,7,-12,20,-9,-1,0.3,-32

# Source: PubChem
